MOR-DOR ag = agonists of OPRM1-OPRD1 heterodimerization, primary screen, cell-based, luminescence; Mu-type opioid receptor (Homo sapiens) + Delta-type opioid receptor (Homo sapiens), …; cells; activation, % at 9.3 µM; actives 0.3% (n = 340,000); AID 504326, 2011; in the data active = activation above about 18%;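 also: 0% = vehicle-treated cells and 100% = reference agonist; values of inactives mirror those of a sister screen read the other way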
PKA-R1A activ = activators of PKA-R1A holoenzyme, primary screen, biochemical, fluorescence polarization, Cy5-IP20, bovine R1A, mouse PKAc; cAMP-dependent protein kinase type I-alpha regulatory subunit (Bos taurus) + …; PKA-R1A dissociation; scaled: DMSO 0%, 113 µM cGMP 100%; activation, % at 11.4 µM; actives 0.083% (n = 340,000);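 active = percent activation above the mean of all tested compounds plus 3 SD, cut at about 19% in these data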;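 also: higher means more PKAc released from R1A so a rise in polarization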
AddAB inh = growth inhibition of E. coli expressing H. pylori AddAB, primary screen, AddAB inhibitor project, absorbance. inhibition, % at 11.9 µM. actives 0.29% (n = 330,000); in the data active = inhibition above about 12%;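 also: 0% = vehicle wells of infected cells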
Ecoli viability = E. coli V3065 growth inhibition, primary screen, counter-screen for AddAB inhibitor project, absorbance, OD600 | 18 h | inhibition, % at 11.9 µM | actives 0.27% (n = 330,000);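 active = inhibition above the campaign's mean inhibition across all tested compounds plus 3 SD, cut at about 9.9% in these data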;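 also: uninfected addAB+ strain grown without phage in ampicillin broth; 0% = DMSO wells and 100% = ciprofloxacin 0.95 µg/ml wells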
PKA-R2B activ = activators of PKA-R2B holoenzyme, primary screen, biochemical, fluorescence polarization, Cy5-IP20, human; cAMP-dependent protein kinase catalytic subunit beta (Homo sapiens) + cAMP-dependent …; PKA-R2B holoenzyme dissociation; R2B truncated from residue 108, S112A mutant; 0% DMSO only, 100% 113 µM cGMP; activation, % at 11.4 µM; actives 0.079% (n = 340,000);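 active = activation above a cutoff set at the mean over all compounds plus 3 SD, cut at about 18% in these data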;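 also: higher means more holoenzyme dissociation and a rise in polarization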
Target sequence (P31323 whole entry, looked up, other chains not shown, the tested form may be a part): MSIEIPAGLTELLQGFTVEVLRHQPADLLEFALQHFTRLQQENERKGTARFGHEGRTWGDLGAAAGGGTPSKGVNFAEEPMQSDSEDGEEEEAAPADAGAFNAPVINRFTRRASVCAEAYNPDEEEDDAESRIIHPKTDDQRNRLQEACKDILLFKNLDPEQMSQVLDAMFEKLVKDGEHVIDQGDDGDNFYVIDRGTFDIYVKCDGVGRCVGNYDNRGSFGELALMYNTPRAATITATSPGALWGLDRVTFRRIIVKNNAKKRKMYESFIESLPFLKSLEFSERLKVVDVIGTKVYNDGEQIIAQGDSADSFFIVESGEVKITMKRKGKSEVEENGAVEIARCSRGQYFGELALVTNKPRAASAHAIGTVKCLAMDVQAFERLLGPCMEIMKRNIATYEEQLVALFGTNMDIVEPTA
phage Ecoli inh = growth loss of phage-infected E. coli, primary screen, RecBCD inhibitor project, absorbance, with phage, HTS. inhibition, % at 11.9 µM. actives 0.26% (n = 360,000); in the data active = inhibition above about 11%
Tat export inh = E. coli Tat export inhibitors, primary screen, MC4100, TorA-mCherry reporter, fluorescence, single point; inhibition, % at 10 µM; actives 0.036% (n = 340,000); AID 488895, 2010;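 active = mean replicate inhibition at least 50% and at least half of replicates individually reaching 50%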;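 also: exported cargo escapes ClpAP degradation while cytoplasmic cargo is degraded and loses fluorescence; 0% = median of neutral control wells and 100% = median of NaSCN control wells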
HTR5A inv ag = HTR5A inverse agonists in luminescence cell assay, primary screen, counter-screen for OPRM1-OPRD1 heterodimer inverse agonist project, full-deck HTS; AID 504634, 2011; actives 0.083% (n = 340,000); inhibition, % at 9.3 µM; 5-hydroxytryptamine receptor 5A (Homo sapiens), P47898; HTR5A cell line, inverse agonism; in the data active = inhibition mostly above about 23%, no sharp cut-off; inactive = mostly below about 18%;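 also: 0% = cells with DMSO and 100% = no-cell wells with DMSO; some compounds called inactive have numbers as strong as hits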
Target sequence (P47898 whole entry, looked up): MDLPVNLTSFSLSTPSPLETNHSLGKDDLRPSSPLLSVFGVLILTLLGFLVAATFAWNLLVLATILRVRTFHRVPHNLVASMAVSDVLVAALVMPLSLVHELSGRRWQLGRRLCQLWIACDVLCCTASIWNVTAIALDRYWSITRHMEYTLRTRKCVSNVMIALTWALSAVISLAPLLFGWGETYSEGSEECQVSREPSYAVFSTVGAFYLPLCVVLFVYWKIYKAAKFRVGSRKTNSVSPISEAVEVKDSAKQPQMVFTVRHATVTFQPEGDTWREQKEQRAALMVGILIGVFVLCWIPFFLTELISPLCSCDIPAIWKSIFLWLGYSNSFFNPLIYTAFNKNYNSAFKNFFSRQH
OPRM1-OPRD1 inv = inverse agonists of MOR-DOR heterodimerization, primary screen, cell-based, luminescence | Mu-type opioid receptor (Homo sapiens) + Delta-type opioid receptor (Homo sapiens), … | cell-based MOR-DOR heterodimer luminescence, inverse agonism | inhibition, % at 9.3 µM | actives 0.21% (n = 340,000) | AID 504357, 2011; in the data active = inhibition above about 22%, passing the limit was not always enough;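 also: 0% = cells with DMSO and 100% = wells without cells with DMSO; values of inactives mirror those of a sister screen read the other way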
SUMO Mot1 rescue = yeast Mot1-301 growth rescue at high temperature, primary screen, SUMOylation pathway inhibitor project, S. cerevisiae, ATP luminescence, 38.5C. S. cerevisiae Mot1-301 growth rescue; percent above DMSO median, 100 means doubled. growth rescue, % at 18.8 µM. actives 1% (n = 320,000). AID 2716, 2010;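 active = every valid replicate shows activation above 250% relative to neutral control wells; inactive = the rest, any valid replicate at or below 250%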;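 also: OY570 slx delta 5 strain wells were the positive control but not used for scaling; some compounds called inactive have numbers as strong as hits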
PfHsp90 set2 = growth inhibition of PfHsp90-expressing yeast, primary screen, antimalarial PfHsp90 inhibitor project, S. cerevisiae, BacTiter-Glo luminescence, single point, set 2; actives 0.32% (n = 310,000); inhibition, % at 9.4 µM; BacTiter-Glo ATP, 48 h; yeast lacking PDR1 and PDR3 efflux regulators;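 active = every replicate shows inhibition above about 80%, whatever the replicate mean, limit read from the data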;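 also: 0% = DMSO neutral controls and 100% = 20 µM radicicol positive controls; yeast relying on Plasmodium falciparum Hsp90 in place of its own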
An asterisk follows results filed as active; i = inactive; / = no result given.

Order of results: OPRM1-OPRD1 inv	SUMO Mot1 rescue	PKA-R1A activ	MOR-DOR ag	Tat export inh	HTR5A inv ag	phage Ecoli inh	PfHsp90 set2	AddAB inh	Ecoli viability	PKA-R2B activ
(1) O=C(COC(=O)c1cc([N+](=O)[O-])ccc1N1CCOCC1)c1ccc(F)cc1
 : 0	9	-3	0.0	-18	-24	0.7	-13	0.0	-0.7	-8
(2) CCCCN(C(=O)c1ccc(S(=O)(=O)N2CCCCC2)cc1)C1CCS(=O)(=O)C1 (stereo not drawn)
 : 11	/	0	-1.8	-2	8	2.1	-4	/	/	-8
(3) CCN(CC)C(=O)COc1ccc2c(-c3ccc(OC)cc3)cc(=O)oc2c1
 : 11	8	-14	-2.4	2	-8	2.8	-6	1.3	-3.5	-3
(4) Cc1cc(Cl)ccc1NC(=S)Nc1ccccn1
 : -10	/	-10	2.2	1	7	0.9	10	/	/	0
(5) CCOC(=O)CN1C(=O)C(O)(CC(=O)c2ccco2)c2ccccc21 (stereo not drawn)
 : 17	i	1	-4.0	0	15	2.7	-1	4.6	1.6	-3
(6) O=C1NC(=Nc2ccc(F)cc2)CS1
 : 8	-15	-7	-1.5	-4	-9	0.0	/	2.4	0.4	5
(7) O=C(CCl)Nc1cccc(Oc2cnccn2)c1
 : 13	-12	-5	-2.9	27	17	1.4	16	-1.7	-1.5	-3
(8) COc1ccccc1N(CC(=O)Nc1c(C)n(C)n(-c2ccccc2)c1=O)S(=O)(=O)c1ccc(C)cc1
 : -9	-2	-6	1.2	-1	-12	3.1	12	1.5	-2.1	-15
(9) CCOC(=O)c1c(C)[nH]c(C)c1S(=O)(=O)N(C)CC(=O)Nc1cccc(C)c1
 : 16	57	-4	-3.2	3	2	1.1	20	3.4	-1.4	-7
(10) CCOc1ccc(C(=O)Nc2nnc(C)s2)cc1OCC
 : 7	-10	-4	-1.4	5	11	1.9	/	-0.2	-1.7	-5
(11) COC(=O)C1=C(N)OC2=C(C(=O)CCC2)C1c1cccnc1 (stereo not drawn)
 : 15	94	-7	-2.7	-1	-10	1.3	4	3.2	0.1	-9
(12) Cc1ccc(S(=O)(=O)NCC(=O)N(CC(=O)NCC2CCCO2)C2CCCC2)cc1 (stereo not drawn)
 : 9	-16	13	-2.1	0	11	1.7	-8	4.6	0.2	2
(13) O=C(CN1C(=O)CCS(=O)(=O)c2ccccc21)NCc1ccccc1
 : 3	5	3	-0.5	-3	-8	1.0	-9	-1.1	-0.2	-8
(14) CC(=O)c1ccc(NC(=O)NNS(=O)(=O)c2ccc(F)cc2)cc1
 : 21	-21	-11	-4.2	11	3	3.7	12	3.4	0.7	8
(15) O=C(CC(c1ccccc1)c1ccccc1O)NCc1ccco1 (stereo not drawn)
 : 4	22	16	-0.7	-3	-4	1.7	5	1.2	0.7	6
(16) CS(=O)(=O)c1ccc(C(=O)N2CCN(S(=O)(=O)c3ccc(C4CCCCC4)cc3)CC2)cc1
 : 12	/	-2	-3.0	-6	21	-0.6	-9	/	/	-1
(17) Cc1occc1-c1nnc(SCC(=O)O)n1-c1ccccc1
 : 1	7	-5	-0.2	2	-3	-0.8	-37	2.2	0.8	6
(18) COCCCNC(=O)CN1C(=O)COc2ccc(S(=O)(=O)N3CC(C)CC(C)C3)cc21 (stereo not drawn)
 : 11	36	-1	-2.1	0	-11	2.1	13	2.9	-0.1	5
(19) CC(NC(=O)c1cc(COc2ccc3ncccc3c2)on1)c1ccc(F)cc1 (stereo not drawn)
 : 4	4	-2	-0.8	0	-2	0.6	6	-0.1	1.3	-8
(20) COC(=O)c1ccc(-c2ccco2)n1Cc1cccc(C)c1
 : -25	-22	5	4.0	0	8	1.0	53	1.8	4.4	-5
(21) Cc1cc(C(=O)NNS(=O)(=O)c2ccc(C(C)(C)C)cc2)nn1C(C)(C)C
 : -6	-13	6	1.0	-9	17	0.5	-13	3.6	0.2	0
(22) CCc1ccc(N2C(=O)C3C4C=CC(CC4)C3C2=O)cc1 (stereo not drawn)
 : 14	-10	-8	-3.0	-3	-4	5.3	9	1.8	0.8	6
(23) CNC(=O)COC(=O)c1[nH]c(C)c(C(C)=O)c1C
 : 8	385	6	-1.5	0	-24	3.9	/	3.3	-0.4	-4
(24) COc1ccc(C2C(C(C)=O)=C(Nc3ccccc3)CC(C)(O)C2C(C)=O)cc1OC (stereo not drawn)
 : 3	-8	0	-0.6	9	3	1.9	-7	3.1	0.7	-7
(25) O=C(Cc1cccc([N+](=O)[O-])c1)Nc1cccc(C(=O)N2CCCC2)c1
 : 11	11	3	-1.9	-25	-28	3.3	1	-0.4	-0.4	-3
(26) CCN(CC)S(=O)(=O)c1cc(NC(=O)CCNC(=O)c2ccco2)ccc1C
 : -14	-3	-1	1.9	4	0	-0.5	7	3.4	0.4	-1
(27) CCOc1ccc(S(=O)(=O)c2cn(C)c3cc(OC)c(OC)cc3c2=O)cc1
 : 7	57	-3	-1.4	-3	-1	-1.0	-88	4.2	-0.5	3
(28) Cc1nnc(SCC(=O)NCC(=O)Nc2ccc(F)c(F)c2F)n1Cc1ccccc1
 : -1	5	3	0.2	0	4	-1.1	6	0.1	1.2	2
(29) C/C(Cl)=C/Cn1c(SC(C)C)nc2c1c(=O)[nH]c(=O)n2C
 : 0	5	-12	-0.1	10	-3	/	6	0.6	0.5	-3
(30) C/C(=N\Nc1ccccc1[N+](=O)[O-])c1ccccc1O
 : -12	1	-3	2.5	-7	-28	-1.7	12	1.2	-1.6	0
(31) CC(NC(=O)c1ccnn1C)C1CCCO1 (stereo not drawn)
 : 1	-22	-8	-0.2	1	8	4.9	-3	2.5	-1.0	3
(32) O=c1n(Cc2ccccc2)nc2n1-c1ccccc1SC2
 : 17	-4	-5	-3.5	2	3	3.0	6	1.0	0.0	6
(33) COc1ccc(/C=N/NC(=O)c2cccc(NC(=O)c3ccc(Cl)cc3)c2)c(OC)c1
 : -2	-16	-5	0.5	-4	-3	1.8	-9	-0.4	3.7	-7
(34) COc1ccccc1NC(=O)C1CCN(S(C)(=O)=O)CC1
 : 12	4	-4	-2.7	-5	7	0.8	4	4.3	0.5	4
(35) CNc1nc(SCc2ccccc2)nc(N2CCOCC2)n1
 : -1	-19	-4	0.2	11	-23	0.2	6	1.5	-1.2	5
(36) CC1CCCC(n2c(=S)[nH]c3ccccc3c2=O)C1C (stereo not drawn)
 : -1	-1	-10	0.2	-5	-13	-1.0	/	0.6	-2.5	-7
(37) Cc1noc(C)c1NC(=O)N(C)C[C@H]1Oc2ccc(NC(=O)Nc3ccccc3)cc2C(=O)N([C@H](C)CO)C[C@@H]1C
 : 8	-5	3	-1.8	-7	-19	5.0	12	1.2	-0.7	2
(38) CC1CCN(CC(=O)N2c3ccccc3CC2C)CC1 (stereo not drawn)
 : -1	9	-1	0.1	-4	-21	1.3	-3	2.4	1.3	-7
(39) COc1ccc(S(=O)(=O)C(C#N)c2nc3ccccc3nc2N2CCCCC2)cc1 (stereo not drawn)
 : -4	-3	-6	0.7	2	-12	1.0	11	-1.3	-0.9	-4
(40) O=P(c1cccs1)(c1cccs1)c1cccs1
 : 1	-3	5	-0.2	6	6	0.1	12	0.3	-0.5	0
(41) Cc1ccccc1CN1CCN(S(=O)(=O)c2cccc3nsnc23)CC1
 : 7	3	-4	-1.2	6	7	2.6	-10	0.7	3.4	4
(42) O=C(COC(=O)c1cc(=O)[nH]c2ccccc12)Nc1ccc(F)cc1F
 : -7	-15	-2	1.5	6	-7	0.6	-2	0.4	-2.1	-3
(43) COCCNC(=O)c1ccccc1N(Cc1ccccc1)S(=O)(=O)c1ccc(C)cc1
 : 7	-17	-1	-1.4	-8	-1	2.4	-6	5.3	2.8	-2
(44) COc1ccc(N2CCN(CCCNC(=O)C(=O)c3c(C)[nH]c4ccccc34)CC2)cc1
 : 9	413*	-10	-1.6	-6	-18	1.6	16	1.6	1.4	-9
(45) CCSc1nc2c(c(=O)[nH]c(=O)n2C)n1Cc1ccc(Cl)cc1
 : 15	0	-11	-3.6	-19	-3	-0.6	-18	0.6	0.0	3
(46) O=C(CCN1CCN(CCO)CC1)Nc1ccc(C2CCCC2)cc1
 : 9	-9	-5	-1.7	-2	-23	2.5	-11	4.8	1.1	-7
(47) COc1ccc(-c2ccn(-c3cccc(F)n3)n2)cc1
 : 19	/	16	-3.7	-1	1	4.7	4	/	/	-6
(48) CC(C)[C@H](N)C(=O)NC[C@H](CC(=O)NC[C@H]1CC[C@H](C(=O)O)CC1)c1ccc(Cl)cc1
 : 14	16	-3	-3.0	-13	-15	1.6	7	-2.1	-0.5	5
(49) CCN1C(=O)[C@H]2[C@@H](c3ccc(-c4ccc(Cl)c(Cl)c4)cc3)N[C@@](Cc3ccccc3)(C(=O)OC)[C@H]2C1=O
 : 5	15	-4	-0.9	2	-23	-1.5	0	3.6	0.7	-3
(50) CC(C)NC(=O)COC(=O)/C=C/c1ccco1
 : 16	i	0	-2.7	-1	14	2.9	24	-0.2	-0.3	7

Remaining list, next part:
Order of results: OPRM1-OPRD1 inv	SUMO Mot1 rescue	PKA-R1A activ	MOR-DOR ag	Tat export inh	HTR5A inv ag	phage Ecoli inh	PfHsp90 set2	AddAB inh	Ecoli viability	PKA-R2B activ
(51) Cc1ccc2cc(COC(=O)c3ccco3)c(=O)[nH]c2c1
 : 16	7	2	-2.7	0	-8	3.6	3	0.2	-1.7	-11
(52) COC(=O)C(CCSC)NS(=O)(=O)c1ccc(Cl)cc1 (stereo not drawn)
 : 13	-6	-4	-2.0	6	9	3.1	25	-1.3	-2.4	-1
(53) CCOCc1nnc(NC(=O)c2cccs2)s1
 : 6	5	9	-1.1	-6	14	2.8	-56	2.3	1.1	10
(54) Cc1cc2nc(-c3ccco3)cc(C(F)(F)F)n2n1
 : 15	-8	-2	-3.0	-8	-6	1.1	1	-1.4	-4.2	3
(55) CCn1c2ccccc2c2cc(NC(=O)COC(=O)C3CCC(=O)N3)ccc21 (stereo not drawn)
 : -9	1	-5	1.6	3	-12	2.5	6	2.7	0.9	1
(56) O=c1cc(N2CCN(c3cccc(Cl)c3)CC2)[nH]c(=O)n1C1CCCCC1
 : -1	212	5	0.1	-2	-2	2.1	17	-1.4	0.6	-7
(57) COc1ccc(-c2nc(CS(=O)(=O)CC(=O)Nc3cccc(C(C)=O)c3)c(C)o2)cc1
 : 5	-2	0	-1.0	-6	2	4.1	-15	4.7	1.2	-7
(58) CCOC(=O)C1CCCN(C(=O)CNS(=O)(=O)c2ccc(Br)s2)C1 (stereo not drawn)
 : -2	6	-6	0.3	-10	-22	-1.0	/	2.0	2.5	1
